12-LOX inh = blocks human arachidonate 12S-lipoxygenase. P18054. purified 12hLO, xylenol orange hydroperoxide absorbance. Potency, µM (series often up to 108 µM), inactives show at the highest dose activity change, negative = inhibition, most hits filed as inhibitors. 1.1% of 580,000 active; also: potency is read from the fitted curve at half-maximal effect; % is scaled to controls: 0 for no effect and ±100 for the full control effect
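Purified human 12hLO at 150 nM in 25 mM Hepes, 0.01% Triton X-100, pH 7.0, preincubated 15 min at room temperature with compound. Reaction started with 40 uM arachidonic acid, 30 min at room temperature. Hydroperoxide measured by Fe-xylenol orange, 573/405 nm absorbance ratio.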
RGS4 inhibitor = blocks human RGS4-accelerated GTP hydrolysis. AID 504845. P49798. Potency, µM (doses to about 114 µM), for the others: at the top dose activity change, negative = inhibition, actives largely listed as inhibitors. Transcreener GDP fluorescence polarization, RGS4-accelerated GTP hydrolysis. 0.039% of 390,000 active; also: potency is read from the fitted curve at half-maximal effect; % is scaled to controls: 0 for no effect and ±100 for the full control effect; nearly all actives have a fitted effect of over 75% in size; some results filed as inactive show a strong effect at the top dose
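MLSMR compounds (23 nl, pin-transferred) preincubated 10 min at room temperature with a 500nM (2x) first reagent, then RGS4 at 900nM (2x) plus Transcreener GDP mix added; fluorescence polarization (620/688 nm) read before and after 90 min at 30 °C.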
D2 agonist = agonists of human D2 dopamine receptor | P14416 | HEK293 T-REx D2 cells, calcium flux agonist mode | activation, % at 2 µM | 0.53% of 340,000 active;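 active = activation over 3 SD above normal in the single-dose calcium agonist read, cut at about 30% in these data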; also: 0% is about no effect
Target sequence (P14416 whole entry, looked up): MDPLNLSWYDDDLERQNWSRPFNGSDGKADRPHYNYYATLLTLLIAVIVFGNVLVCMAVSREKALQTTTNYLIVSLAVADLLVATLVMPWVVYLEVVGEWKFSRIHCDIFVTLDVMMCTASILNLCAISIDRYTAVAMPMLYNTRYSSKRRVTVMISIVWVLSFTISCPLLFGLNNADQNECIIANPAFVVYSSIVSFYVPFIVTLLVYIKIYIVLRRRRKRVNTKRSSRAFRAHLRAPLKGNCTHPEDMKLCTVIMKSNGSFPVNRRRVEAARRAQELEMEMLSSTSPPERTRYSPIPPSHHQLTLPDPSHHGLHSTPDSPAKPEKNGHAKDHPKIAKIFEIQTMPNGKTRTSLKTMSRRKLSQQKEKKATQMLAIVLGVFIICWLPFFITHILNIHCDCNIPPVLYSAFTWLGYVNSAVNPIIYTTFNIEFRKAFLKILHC
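Agonism is scored from calcium flux in a force-coupled, inducible HEK293 cell line expressing D2, read kinetically for 180 s after compound addition against dopamine controls.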
D2 antag = antagonists of human D2 dopamine receptor | P14416 | inhibition, % at 10 µM | 2% of 340,000 active | HEK293 TREx D2 cells, calcium flux, dopamine EC80; in the data active = inhibition above about 30%; also: 0% is about no effect
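Dopamine at EC80 is the agonist stimulus; test compounds precede it by 180 s. Calcium flux read kinetically in a force-coupled, inducible HEK293 T-REx D2 cell line.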
Vif-APOBEC3G blk = inhibitors of Vif-APOBEC3G interaction; Q9HC16; AID 602310; 0.076% of 410,000 active; Potency, µM (titrated, usually from 46.1 µM), for the others: top-dose activity, negative = active, hits mostly inhibitors; HeLa A3G-eYFP + Vif (tagged APOBEC3G with the HIV-1 protein that degrades it), YFP fluorescence, overnight;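 also: potency is read from the fitted curve at half-maximal effect; % is scaled to controls: 0 for no effect and ±100 for the full control effect; nearly all actives have a fitted effect of over 60% in size; hits raise eYFP signal because A3G escapes Vif-driven loss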
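HeLa cells stably expressing Vif and C-terminally eYFP-tagged A3G, seeded overnight at 37 deg C, then exposed to compound by pintool overnight at 37 deg C. Rise in yellow fluorescence (Ex 488/Em 500-530, Acumen) marks blocked Vif-driven A3G degradation.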
GRP78 ERSR act = ER stress response induction in glioma; U87-MG GRP78 promoter luciferase reporter, 16 h; 0.02% of 420,000 active; Potency, µM, for the others: at the top dose activation, most hits filed as activators; also: potency is read from the fitted curve at half-maximal effect; series mostly up to about 76 µM; % of control where 0% means no effect; nearly all actives have a fitted effect of over 35% in size
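ERSR induction read as luciferase luminescence (Bright-Glo, 10 min at room temperature) in stably transfected human U87-MG glioma cells exposed to compounds for 16 h, using GRP78 as sensor.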
LDHA block = LDHA (human) enzyme inhibition; 0.15% of 480,000 active; purified LDHA, NADH/diaphorase-resazurin fluorescence; active compounds read low; P00338; activity change, % (values are at about 110 or 230 µM); in the data active = activity change below about -30%; inconclusive = mostly about -25% to -30%;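 also: plate controls were DMSO wells for no effect and wells without enzyme for full effect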
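Human LDH5 at 2 nM final in Tris HCl pH 7.4 with 0.06 mM NADH and 0.2 mM pyruvate, reacted 5 minutes at room temperature. Remaining NADH coupled via diaphorase/resazurin; resorufin fluorescence read at 0 and 20 minutes, normalized to enzyme-free and DMSO wells.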
Vif-A3F inh = Vif-A3F binding inhibition | HeLa A3F-eYFP + Vif (tagged APOBEC3F with the HIV-1 protein that degrades it), YFP fluorescence increase | Potency, µM (series often up to 46.1 µM), for the others: at the highest dose activity, negative = active | 0.2% of 390,000 active | AID 602313; also: potency is read from the fitted curve at half-maximal effect; % of control where 0% means no effect; nearly all actives have a fitted effect of over 65% in size
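HeLa cells stably expressing Vif plus C-terminally eYFP-tagged A3F were seeded, incubated overnight at 37 deg C, dosed with compound, incubated overnight again at 37 deg C. Yellow fluorescence (Ex 488/Em 500-530) reported blocked Vif-mediated A3F-eYFP degradation.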
ERG Ets-DNA blk = blocks human ERG Ets domain binding to DNA; P11308; fluorescence polarization, His-ERG Ets domain / labelled DNA; Potency, µM (titrated, usually from 76.9 µM), for inactives: at the highest dose FP activity, negative = inhibition, usual class: inhibitors; 0.028% of 370,000 active; AID 624246; active = well fitted inhibition curve with a large enough effect in the polarisation, with a control signal flat; inconclusive = small, poorly fitted or top-dose-only effect, or effect the other way, or a change in a side signal; inactive = no such curve, though single readings can be large or run the other way; the % refers to the polarisation;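 also: polarization taken with two DNA probes labelled with fluorescein and Texas red; potency is read from the fitted curve at half-maximal effect; % of control where 0% means no effect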
Target sequence (P11308 whole entry, looked up, the tested form may be a part): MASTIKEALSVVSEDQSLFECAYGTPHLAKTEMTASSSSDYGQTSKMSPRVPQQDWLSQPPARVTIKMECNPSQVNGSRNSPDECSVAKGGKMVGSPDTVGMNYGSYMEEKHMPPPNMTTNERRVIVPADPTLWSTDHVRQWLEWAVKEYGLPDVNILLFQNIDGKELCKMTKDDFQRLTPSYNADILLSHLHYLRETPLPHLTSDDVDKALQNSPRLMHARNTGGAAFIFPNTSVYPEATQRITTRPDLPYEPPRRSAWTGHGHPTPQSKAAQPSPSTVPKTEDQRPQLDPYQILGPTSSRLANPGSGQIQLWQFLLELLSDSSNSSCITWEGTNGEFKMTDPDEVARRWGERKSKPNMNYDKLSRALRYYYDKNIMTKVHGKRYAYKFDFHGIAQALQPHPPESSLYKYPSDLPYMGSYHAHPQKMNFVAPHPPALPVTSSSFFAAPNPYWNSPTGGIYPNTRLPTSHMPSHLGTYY
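His-tagged ERG Ets domain (1 uM in the protein solution; 300mM KCl, 50mM Tris-HCl, 1mM EDTA, 1mM DTT, pH 7.5) received compound, then a probe mix of 5 nM fluorescein-DNA and 100nM Texas-615-DNA. Fluorescence polarization was read for both dyes.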
Active calls of the source: *; ? = inconclusive; · = not tested or not shown; & = joins results of further samples; [ ] = another dose, or the depositor's remark. Unless noted, calls follow the shape of the dose curve; as a rule, active = well fitted curve in the direction sought with a large enough effect; inconclusive = small, poorly fitted or top-dose-only effect, or another doubt; inactive = no such curve, though single readings can be large; an effect the other way counts as inactive or inconclusive.

Compound,Vif-A3F inh,LDHA block,GRP78 ERSR act,ERG Ets-DNA blk,RGS4 inhibitor,12-LOX inh,D2 antag,Vif-APOBEC3G blk,D2 agonist
O=C(Nc1ccc(-c2csc(Nc3ccccc3)n2)cc1)c1cccc(C(F)(F)F)c1,-1%,-9,-1%,-2%,-13%,-9%,-12,0%,0.0
O=C(O)c1nccnc1C(=O)Nc1ccc(Cl)cn1,-2%,-5,-8%,18%,-5%,-24%,4,-1%,3.6
C=CCc1ccc(OCCOCCOc2ccc(C)cc2[N+](=O)[O-])c(OC)c1,10%,-1,-1%,5%,12%,-3%,-21,0%,0.1
COc1ccc(NS(=O)(=O)c2cnc[nH]2)cc1,1%,-6,-4%,9%,11%,-1%,4,3%,0.4
CCOC(=O)c1ccc(Oc2nc(C)nc3c2oc2ccccc23)cc1,-1%,-7,-4%,-8%,40%,-13%,·,4%,0.1
C#CCn1c(=NC(=O)c2ccc(S(=O)(=O)N3CCCc4ccccc43)cc2)sc2cc(S(N)(=O)=O)ccc21,-18%,-13,-3%,5%,15%,-12%,48*,5%,2.6
CCOC(=O)Cc1ccc(NCc2ccc(Cl)cc2)cc1,1%,16,-7%,-3%,6%,-5%,2,0%,-1.7
O=C(NCc1ccccc1C(F)(F)F)C1CCC(=O)N(C2CC2)C1 (stereo not drawn),8%,-5,-3%,23%,7%,14%,1,-2%,0.2
COc1ccc(-c2noc(CCC(=O)N(C)c3cc(Cl)ccc3OC)n2)cc1,-6%,-2,-2%,5%,11%,0%,·,-1%,-0.5
CC(C)(C)c1ccc(Oc2nc3ccccn3c(=O)c2/C=C(\C#N)c2nc3ccccc3s2)cc1,-6%,7,-1%,13%,?,?,·,-1%,-0.2
CC1CCN(C(=O)c2cc(-c3ccc(Br)cc3)on2)CC1,3%,-8,-1%,9%,12%,-8%,·,4%,-0.7
CC1CC(C)CN(C(=O)COC(=O)/C=C/c2ccco2)C1 (stereo not drawn),4%,-5,2%,2%[15.4 µM],5%,179%[activator],·,-2%,·
COc1ccc(OC)c(Nc2ncnc3sc(-c4ccccc4)cc23)c1,?,-5,-3%,3%,-10%,10%,3,1%,-0.7
O=C1C2C3C=CC(CC3)C2C(=O)N1c1ccccc1F (stereo not drawn),2%,-6,0%,-12%,-4%,19%,11,0%,1.5
CCN(CC)C(=O)Oc1nnc(SC(C)C)n1-c1ccc(Cl)c(Cl)c1,5%,-7,-6%,2%,-18%,4%,17,1%,0.4
CC(C)C(=O)c1cc2c(cc1NC(=O)c1cccs1)OCCO2,-5%,-1&6,0%,5%,-2%,-11%&13%,-16,2%,0.2
COCCN1CC(C(=O)NCc2ccccc2-n2ccnc2C)CCC1=O (stereo not drawn),-6%,1,-6%,8%,1%,1%,-1,3%,-0.2
CC(NC(=O)C1CCCN1C(=O)OC(C)(C)C)C(=O)OCc1ccccc1 (stereo not drawn),·,-4,0%,·,·,12%,·,-3%,·
Cc1ccc(NC(=O)Cn2cccc2)c(C)c1,-6%,-5,-2%,-2%,-9%,26%,5,0%,0.5
Cc1sc(NC(=O)C2C3CCC(C3)C2C(=O)O)c(C(N)=O)c1-c1ccc(C(C)(C)C)cc1 (stereo not drawn),14%,-2,-2%,-9%,-48%,-20%,·,6%,·
COc1ccccc1NC(=O)c1ccc(Cl)c(S(=O)(=O)N2CCCCC2)c1,1%,-7,-3%,-2%,2%,3%,·,-1%,·
COc1nn(-c2nc(-c3ccccc3)cc(C(F)(F)F)n2)cc1[N+](=O)[O-],-19%,-4,0%,3%,-17%,-10%,0,-1%,-0.3
O=C1C2C3C=CC(C3)C2C(=O)N1c1ccc(N2CCN(c3ccccn3)CC2)c([N+](=O)[O-])c1 (stereo not drawn),7%,-2,0%,-7%,-12%,-12%,-2,1%,9.8
CC1CCC2(CC1)NC(=O)N(CC(=O)c1ccc(Cl)s1)C2=O (stereo not drawn),5%,-6,-4%,4%,25%,228%[activator],-19,-9%,-0.2
COc1cccc(/C=N/NC(=O)CNC(=O)c2ccc3c(c2)OCCO3)c1O,-8%,11,-2%,-2%,-4%,-15%,-20,-6%,-0.5
CC(=O)Nc1ccc(-c2ccnc3c2CC(C)(C(=O)Nc2ccccc2)O3)cc1 (stereo not drawn),·,-10,-1%,·,·,4%,·,-16%,·
C#Cc1cccc(C(=O)NC2CCCN(C3Cc4ccccc4C3)C2)c1 (stereo not drawn),4%,-2,-1%,-9%,-28%,?,19,2%,-0.1
C=C(C)c1sc(-c2ccc(Cl)cc2)nc1C,1%,0,3%,9%,7%,-21%,·,-8%,·
O=S(=O)(c1ccc2ccccc2c1)N(CC(O)CN1CCOCC1)c1ccccc1 (stereo not drawn),3%,-3,-1%,-7%,24%,8%,-11,2%,1.9
COc1ccc(OC)c(CCNC(=O)c2ccccc2NC(=O)C2=C(C)OCCS2)c1,5%,0,-1%,-3%,-2%,-11%,·,2%,·
CNC(=O)NCC12CC3CC(CC(C3)C1)C2,-1%,0,0%,0%,2%,13%,3,-3%,1.3
CCOC(=O)c1ccc2cccc(C)n2c1=O,-10%,-5,3%,6%,5%[11.4 µM],·,·,1%,·
CC1CC(C)CN(CCCNS(=O)(=O)c2ccc3c(c2)CCN3C(=O)C2CC2)C1 (stereo not drawn),-1%,0,-2%,4%,15%,5%,8,-7%,0.5
CCc1ccc(S(=O)(=O)N2c3ccc(C)cc3C3CN(C)CCC32)cc1 (stereo not drawn),0%,-10,-1%,8%[15.4 µM],-32%,?,-4,1%,0.2
COc1ccc(C(=O)C2CCCN(C(=O)c3ccc(C(C)=O)s3)C2)c(C)c1 (stereo not drawn),7%,0,-1%,6%,-16%[56.9 µM],4%,10,5%,0.8
O=C1c2ccsc2SCCN1Cc1c(Cl)cccc1Cl,5%,-8,0%,2%,153%[activator],?,14,-11%,0.9
COc1ccc(CC(=O)Nc2cccc(C(=O)Nc3ccccc3C(=O)O)c2)cc1OC,-7%,-6,-3%,5%,-4%,-5%,22,-1%,0.6
CC1CCC(N(CCCN)Cc2ccco2)CC1C (stereo not drawn),8%,-5,-1%,-3%,-12%,23%,13,3%,-0.5
Cc1cc(OCC(=O)NC(Cc2c[nH]c3ccc(O)cc23)C(=O)O)c2c(C)c(C)c(=O)oc2c1 (stereo not drawn),8%,6,0%,-14%,3%,-9%,·,-1%,·
Cc1ccccc1CN1CCNC(=O)C1CC(=O)NCCC1=CCCCC1 (stereo not drawn),2%,-2,-4%,-1%,12%,1%,3,6%,0.7
CCOC(=O)C1(C)CCCN(C(=O)c2cc(F)cc(F)c2)C1 (stereo not drawn),·,-4,0%,·,·,2%,·,3%,·
COc1cc(C=O)c(-c2c(C=O)cc(OC)c3c2OCO3)c2c1OCO2,1%,-9,-2%,-9%,8%,-32%,0,1%,-0.1
COc1ccc(N2Cc3ccccc3C2)cc1Cl,3%,8,4%,15%,-12%,?,-10,3%,-0.2
COc1cc2ccc(=O)oc2cc1OCC(O)C(C)(C)O (stereo not drawn),2%,3,-1%,2%,15%,-8%,8,-1%,1.3
CCOC(=O)c1nc(C)nc(Sc2n[nH]c(-c3ccc(C(C)(C)C)cc3)n2)c1C,1%,1,6%,-4%,13%,145%[activator],3,4%,0.6
CC(C)(C)c1ccc(C(=O)N2CCOC23CCCCC3)cc1,·,-4,-3%,·,·,-9%,·,1%,·
CNC(=O)Nc1cccc(NC(=O)NC)n1,·,2,0%,0%,16%,0%,-11,-6%,-0.1
COc1ccc(-n2cc([N+](=O)[O-])c(=O)c3ccc(Cl)cc32)cc1,-4%,-13,-4%,1%,29%,38%[activator],·,-2%,·
CCCCn1c(C)csc1=Nc1cccnc1,-5%,-4,-1%,-25%,-15%,1%,-9,0%,-0.3
Cc1ccc(NC(=O)COC(=O)c2cccc(N3C(=O)c4ccccc4C3=O)c2)cc1,7%,-3,9%,17%,15%,-2%,0,-7%,0.6
CCOC(=O)c1ccc(Nc2ncnc3nc[nH]c23)cc1,-2%,2,0%,-3%,9%,0%,-22,-1%,-0.1
CCc1nc2ccc(C(=O)Nc3ccc4c(c3)OCC(=O)N4)cn2c1N(C)C(=O)Cc1ccccc1,·,-1,0%,·,·,1%,·,-5%,·
CCSc1nnc2c(n1)OC(c1sccc1C)N(C(C)=O)c1ccccc1-2 (stereo not drawn),1%,-10,-6%,9%,-6%,-23%,·,-6%,0.9

An excerpt taken from the entries so far:
Compound,Vif-A3F inh,LDHA block,GRP78 ERSR act,ERG Ets-DNA blk,RGS4 inhibitor,12-LOX inh,D2 antag,Vif-APOBEC3G blk,D2 agonist
CCOC(=O)C1(C)CCCN(C(=O)c2cc(F)cc(F)c2)C1 (stereo not drawn),·,-4,0%,·,·,2%,·,3%,·
COc1cc(C=O)c(-c2c(C=O)cc(OC)c3c2OCO3)c2c1OCO2,1%,-9,-2%,-9%,8%,-32%,0,1%,-0.1

High-throughput results deposited in PubChem BioAssay by National Center for Advancing Translational Sciences (NCATS).

A portion of the library; rates above refer to the full screens.
